K1F lysis inhibition: inhibition of K1F phage lysis, E. coli UTI89, bacterial capsule biogenesis inhibitors, alamar blue (AID 488966) | 340,000 compounds, 0.02% hits | one-dose inhibition, % at 100 µM; IC50 in µM for titrated hits | E. coli UTI89 K1F phage lysis, alamar blue, 2 h; higher % means a stronger effect;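 active means phage lysis inhibition, versus mean bacterial control, above a set limit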;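 further: capsule biogenesis inhibitors block K1F phage lysis so surviving cells raise fluorescence; higher fluorescence means more inhibition of phage lysis; actives were called in the ten point dose series up to 300 µM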
An asterisk follows results filed as active; & = joins results of further samples; [ ] = another dose, or the depositor's remark.

A first look:
SMILES | K1F lysis inhibition
Cc1cccc(OC(C)C(=O)Nc2cc(Cl)ccc2-n2cncn2)c1 (stereo not given) | 0.2%[50 µM]
Cc1cccnc1NC(=O)c1ccc(S(=O)(=O)N2CCC(C)CC2)cc1 | 0.8%[50 µM]

Main list, previewed entries included:
SMILES | K1F lysis inhibition
Cc1cccc(OC(C)C(=O)Nc2cc(Cl)ccc2-n2cncn2)c1 (stereo not given) | 0.2%[50 µM]
Cc1cccnc1NC(=O)c1ccc(S(=O)(=O)N2CCC(C)CC2)cc1 | 0.8%[50 µM]
Cc1ccc(S(=O)(=O)N(C)C)cc1NC(=O)C(C)OC(=O)c1ccc2ccccc2n1 (stereo not given) | -0.1%[50 µM]
Cc1ccc(C(=O)NCC(=O)OCC(=O)Nc2cc(S(=O)(=O)N3CCOCC3)ccc2C)cc1 | -0.1%[50 µM]
Nc1ccc2c(O)cc(S(=O)(=O)O)cc2c1 | -2.0%
CCC1(c2ccccc2)NC(=O)N(CC(=O)N2CC(=O)Nc3ccccc32)C1=O (stereo not given) | 0.3%[50 µM]
CN(C)S(=O)(=O)c1ccc(C(=O)NN2C(=O)NC3(CCCCC3)C2=O)cc1 | 1.3%[50 µM]
C=C[C@]1(C)C[C@@H](OC(=O)CSCCN(CC)CC)[C@]2(C)C(C)CC[C@]3(CCC(=O)[C@H]32)[C@@H](C)[C@@H]1O (stereo not given in full) | -6.3%&-6.8%
O=C(NCc1cccnc1)c1cc(S(=O)(=O)N2CCOCC2)c(Cl)cc1Cl | 0.9%[50 µM]
COc1ccc(-c2c(-c3ccc(S(C)(=O)=O)cc3)sc3ccc(OC)cc23)cc1 | 1.1%
O=C(NCC(c1ccco1)N1CCOCC1)c1ccc(F)c(F)c1 (stereo not given) | 0.5%[50 µM]
CN1CCN(c2ccc(S(=O)(=O)N3CCCCC3)cc2N)CC1 | -0.1%[50 µM]
CCC(C)Sc1ccc([C@@H]2[C@@H]3C(=O)N(CC)C(=O)[C@@H]3[C@]3(C(=O)OC)CCCCN23)cc1OC (stereo not given in full) | -0.3%
C=CCC[C@@H](Cc1ccc(F)cc1)C(=O)OC[C@@H](C)NC(=O)[C@@H](CC=C)CC(=O)N[C@H](CO)Cc1ccccc1 | -0.3%
Cc1noc(C)c1COc1ccccc1C(=O)N(C)CC(=O)Nc1ccc(F)c(F)c1F | 0.9%[50 µM]
CC(O)CNC1c2ccccc2CC1O (stereo not given) | 2.0%
C[C@]12CCC(=O)C=C1CCC1C2CC[C@@]2(C)C1CCC21OCCO1 (stereo not given in full) | -0.8%
COc1ccc(Cl)cc1NC(=O)COC(=O)C1CCCCC1 | 0.8%[50 µM]
O=C(CSc1nncn1-c1ccccc1F)NC1CC1 | -1.0%
CN(C(=O)c1cccc(NC(=O)Cc2ccc(NC(=O)C3CCN(C(=O)C4CCCC4)CC3)cc2)c1)C1CCCC1 | -0.1%
CC(OC(=O)c1cccc(S(=O)(=O)N(C)C)c1)C(=O)NCc1ccc2c(c1)OCO2 (stereo not given) | 2.1%[50 µM]
CCOC(=O)[C@H]1[C@H]2COc3ccccc3[C@@H]2N2C(=O)c3ccc(Cl)cc3NC(=O)[C@@]12C | 0.9%
CCCN1Cc2cccc(C(=O)Nc3ccc(OC)c(OC)c3)c2C1=O | -0.1%
C[C@H](CO)N1C[C@H](C)[C@@H](CN(C)S(=O)(=O)c2ccc(F)cc2)Oc2c(NC(=O)Cc3ccccc3)cccc2C1=O | -0.1%
O=C(c1ccc(=O)[nH]n1)N1CCN(S(=O)(=O)c2ccc(C(F)(F)F)cc2)CC1 | 0.0%[50 µM]
Nc1cc(S(=O)(=O)N2CCCCC2)ccc1N1CCCCC1 | 0.2%[50 µM]
Cc1ccccc1NP1(=O)OCCCN1Cc1ccccc1Cl (stereo not given) | 0.7%
CN(CC(=O)Nc1c(Cl)cccc1Cl)C(=O)c1ccc2ccccc2n1 | 1.7%[50 µM]
Cc1ccc(CN2C(=O)C(C)Nc3ncnc(N4CCOCC4)c32)cc1 (stereo not given) | 0.6%
CSCCC(NS(=O)(=O)c1ccc(C)cc1)C(=O)Nc1ccc(C)cn1 (stereo not given) | -0.2%[50 µM]
Cc1cc2c(cc1S(=O)(=O)NCc1ccccc1)NC(=O)CO2 | 0.8%[50 µM]
CN(C)c1ccc(C#Cc2ccc3cc(CCO)oc(=O)c3c2)cc1 | -0.1%
CC1CC1C(=O)OCC(=O)NCc1ccccc1 (stereo not given) | 0.9%[50 µM]
CC(C)C[C@H]1CN=C(N(C)C)N1CC1CCCC1 | 7.8%
CCCCn1c(N)c(N(CC(C)C)C(=O)CSc2ccc3c(c2)OCCO3)c(=O)[nH]c1=O | 0.6%[50 µM]
CCOc1ccc(C(=O)Nc2cc(=O)n(C)c(=O)n2C)cc1 | 0.1%

5 structures from above, ordered by count of non-hydrogen atoms, lowest first:
SMILES | K1F lysis inhibition
CC(C)C[C@H]1CN=C(N(C)C)N1CC1CCCC1 | 7.8%
CCOc1ccc(C(=O)Nc2cc(=O)n(C)c(=O)n2C)cc1 | 0.1%
Cc1cc2c(cc1S(=O)(=O)NCc1ccccc1)NC(=O)CO2 | 0.8%[50 µM]
CSCCC(NS(=O)(=O)c1ccc(C)cc1)C(=O)Nc1ccc(C)cn1 (stereo not given) | -0.2%[50 µM]
O=C(c1ccc(=O)[nH]n1)N1CCN(S(=O)(=O)c2ccc(C(F)(F)F)cc2)CC1 | 0.0%[50 µM]

The results go on:
SMILES | K1F lysis inhibition
O=C1CC2(CCN(C(=O)COc3ccc(F)cc3)CC2)Oc2ccccc21 | 1.4%[50 µM]
CN(CCc1ccccc1)C(=O)c1ccc(NC(=O)Cc2ccc(NC(=O)C3CCCN(C(=O)C4CCCC4)C3)cc2)cc1 (stereo not given) | 0.2%
CC(=O)c1ccc(OCC(=O)N2CCCC2c2ccc3c(c2)OCCCO3)cc1 (stereo not given) | -0.5%
COc1ccc(Sc2ccc(-c3nc4cnccn4c3NC3CCCCC3)cc2OC)cc1 | -0.4%
Cc1cc(C)n2nc(SCC(=O)N3CCCCC3C)nc2n1 (stereo not given) | 0.1%[50 µM]
COc1cc(C2C(C#N)=C(N)OC3=C2C(=O)CC(C)(C)C3)cc2c1OCO2 (stereo not given) | 0.7%
O=C(CN1C(=O)NC(c2ccc(F)cc2)C1=O)Nc1ccc2c(c1)OCCO2 (stereo not given) | 0.9%[50 µM]
Cc1ccc(-c2nnc(SCC(=O)Nc3cccnc3Cl)n2N)cc1 | 0.5%[50 µM]
Cc1nn(CC(=O)NCCC2=CCCCC2)c(C)c1S(=O)(=O)N(C)C | 0.8%[50 µM]
CC(=O)c1ccc(S(=O)(=O)N2CCN(CC(=O)Nc3ccnn3C3CCCC3)CC2)cc1 | 0.3%
Cc1ccc(S(=O)(=O)N2CCN(Cc3nnc(-c4c(-c5ccccc5)noc4C)o3)CC2)cc1 | -0.4%[50 µM]
CCOC(=O)N1CCN(C(=O)C2CCN(C(=O)Nc3ccccc3)CC2)CC1 | 2.9%
CCc1nn2c(=O)cc(COC(=O)c3cc(Cl)c(OC)c(OC)c3)nc2s1 | 0.2%[50 µM]
CN(CC(=O)Nc1ccc(Cl)c(C(F)(F)F)c1)C(=O)c1cccc(N2C(=O)CCC2=O)c1 | 0.5%[50 µM]
CCCn1c(N)c(N(CCOC)C(=O)c2c(CC)noc2C)c(=O)[nH]c1=O | 0.8%[50 µM]
CCC(=O)c1ccc(OCc2cn(CC(=O)c3ccc(O)cc3)nn2)cc1 | 0.0%
O=C1c2ccc(-c3ccc(Cl)c(C(F)(F)F)c3)cc2S(=O)(=O)c2cccc(C(=O)N3CCN(c4ccc(Cl)cn4)CC3)c21 | 1.6%
COc1ccc(CN(C)CCCn2cnc(C(=O)Nc3ccc(C)c(C)c3)n2)cc1OC | 0.1%
COCCN(C(=O)CSc1nc2ccccc2o1)c1c(N)n(Cc2ccccc2)c(=O)[nH]c1=O | 0.3%[50 µM]
COc1ccc(S(=O)(=O)N2CCc3ccccc32)cc1C(=O)NCc1ccco1 | -0.9%[50 µM]
O=C(Nc1ccncc1)c1ccc(Cl)c(S(=O)(=O)N2CCc3ccccc32)c1 | -1.1%[50 µM]
CCOc1ccccc1NC(=O)CN1c2cccc3cccc(c23)S1(=O)=O | 0.1%[50 µM]
CCOC(=O)c1c(NC(=O)CSc2nc3ccc(C)cc3[nH]2)sc2c1CC(C)(C)NC2(C)C | 0.0%[50 µM]
C#CCOCCOCCOCCNc1nc(N2CCN(C(=O)C([C@@H](C)O)n3cc([C@@H](N)CCCCN)nn3)CC2)nc(N2CCN(C(=O)[C@H](CC(N)=O)n3cc([C@@H](N)C(C)C)nn3)CC2)n1 (stereo not given in full) | 0.2%
CCCN(CC(=O)Nc1ccccc1C)C(=O)/C=C/c1ccc(OCC)c(OC)c1 | -0.5%[50 µM]
Cc1ccc2nc(NC(=O)COC(=O)c3cccnc3)sc2c1 | 0.6%[50 µM]
CCCC1(c2ccsc2)NC(=O)NC1=O (stereo not given) | 0.7%
CCN(CC(=O)Nc1ccccc1C(F)(F)F)C(=O)c1ccccc1Cc1ccccc1 | -0.9%[50 µM]
COC(=O)[C@@]12CCCCN1[C@H](c1ccc(SC3CCCCC3)cc1)[C@@H]1C(=O)N(C)C(=O)[C@@H]12 | 0.2%
Cn1cnc2c(cnn2C)c1=N | 0.9%
COc1ccc(S(=O)(=O)N2CCCCCC2)cc1NC(C)C(=O)Nc1ccc(NC(C)=O)cc1 (stereo not given) | 0.4%[50 µM]
CCOC(=O)c1c(NC(=O)COC(=O)c2ccc(C)s2)sc2c1CC(C)(C)NC2(C)C | 1.1%[50 µM]
Cc1ccc(S(=O)(=O)N2[C@@H](c3ccc(F)cc3)C(C(=O)O)=CC[C@H]2c2ccc(Cl)cc2)cc1 | -3.1%
CSc1ccccc1NC(=O)CN(C)CC(=O)NCC(=O)Nc1ccc(F)cc1 | 1.6%[50 µM]
CC(OC(=O)CNC(=O)c1sc2ccccc2c1Cl)C(=O)NC1(C#N)CCCCC1 (stereo not given) | 0.2%[50 µM]
CC[C@]12c3[nH]c4cc(-c5ccco5)ccc4c3CCN1C(=O)[C@@H](CC(=O)NCCCN(C)C)C[C@@H]2C(=O)N1CCN(C(=O)C2CC2)CC1 | 0.0%
COc1ccc(CCC(=O)Nc2cccc(S(=O)(=O)N3CCOCC3)c2)cc1OC | 1.5%[50 µM]
O=C(O)C(Cc1ccnc2ccccc12)=NO | -3.3%
NS(=O)(=O)c1cccc(Nc2nc3ccccc3nc2NS(=O)(=O)c2ccc(Cl)cc2)c1 | -0.2%
COc1ccc(CNC(=O)COC(=O)c2cc(S(=O)(=O)N3CCOCC3)ccc2O)cc1OC | -1.1%
CN(CC(=O)Nc1cccc(F)c1)C(=O)CNS(=O)(=O)c1ccc(N(C)C)c([N+](=O)[O-])c1 | 1.1%[50 µM]
Nn1c(SCC(=O)NC2CCS(=O)(=O)C2)nc2scc(-c3ccccc3)c2c1=O (stereo not given) | 0.2%[50 µM]
CCc1ccccc1NC(=O)CN1CCN(C(=O)CCC(=O)N2CCC(c3ccccc3)=N2)CC1 | 0.5%[50 µM]
C[C@H]1CN([C@@H](C)CO)C(=O)c2cccc(NC(=O)Nc3ccc(C(F)(F)F)cc3)c2O[C@@H]1CN(C)Cc1ccc(Cl)c(Cl)c1 | 1.1%
O=C(OCCN1C(=O)c2ccccc2C1=O)C1CC(O)CN1S(=O)(=O)c1ccc(Cl)cc1 (stereo not given) | 0.6%[50 µM]
COc1ccc(C2=NOC(C)(c3nnc(Cc4ccccc4)o3)C2)cc1 (stereo not given) | 0.9%
CN(Cc1ccccc1)S(=O)(=O)CCNC(=O)c1ccc2c(c1)OCO2 | 0.9%[50 µM]
CCCCn1c(N)c(N(CCOC)C(=O)c2ccc(N3C(=O)CCC3=O)cc2)c(=O)[nH]c1=O | 1.1%[50 µM]
CCCCCc1cc(OC)cc2c1C(=O)OC(C)(C)O2 | 0.1%
CC(=O)Nc1ccc(NC(=O)C(C)OC(=O)C2CCN(S(=O)(=O)c3ccc4c(c3)OCCO4)CC2)cc1 (stereo not given) | 0.2%
CC(=O)Nc1ccc(C=CC=Cc2cccc([N+](=O)[O-])c2)cc1 | -1.3%
CC1CN(S(=O)(=O)c2cccc(C(=O)NCc3ccco3)c2)CC(C)O1 (stereo not given) | 1.0%[50 µM]
CC1(c2ccc3c(c2)OCO3)NC(=O)N(CC(=O)c2ccc[nH]2)C1=O (stereo not given) | 1.4%[50 µM]

A second format for part of the listing above.
smiles	K1F lysis inhibition
CC1(c2ccc3c(c2)OCO3)NC(=O)N(CC(=O)c2ccc[nH]2)C1=O (stereo not given)	1.4%[50 µM]
CC(=O)Nc1ccc(C=CC=Cc2cccc([N+](=O)[O-])c2)cc1	-1.3%
CCCCCc1cc(OC)cc2c1C(=O)OC(C)(C)O2	0.1%

Pulled by compound from above:
SMILES | K1F lysis inhibition
COc1ccc(S(=O)(=O)N2CCc3ccccc32)cc1C(=O)NCc1ccco1 | -0.9%[50 µM]
Cc1ccc(S(=O)(=O)N2[C@@H](c3ccc(F)cc3)C(C(=O)O)=CC[C@H]2c2ccc(Cl)cc2)cc1 | -3.1%
COc1ccc(S(=O)(=O)N2CCCCCC2)cc1NC(C)C(=O)Nc1ccc(NC(C)=O)cc1 (stereo not given) | 0.4%[50 µM]
CN(CC(=O)Nc1c(Cl)cccc1Cl)C(=O)c1ccc2ccccc2n1 | 1.7%[50 µM]

Bioassay records (PubChem)

Some of the compounds tested; rates above refer to the full screens.
